SNCA expr inh – inhibitors of alpha-synuclein (SNCA) gene expression; HEK-293 SNCA-luciferase knock-in, luminescence, 24 h; Potency, µM (series often up to 57.2 µM), for inactives: at the top dose activity change, negative = inhibition, actives largely listed as inhibitors; 140,000 compounds, 0.17% hits;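 note: potency is the fitted concentration of half-maximal effect; plate controls were DMSO cells for no effect and cell-free wells for full effect; nearly all actives have a fitted effect of over 45% in size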
IP6K1 inhibitor – blocks human inositol hexakisphosphate kinase 1 | 140,000 compounds, 0.81% hits | Q92551 | IP6K1 kinase, ADP-Glo luminescence, 2 h; active compounds read low | activity change, % (series mostly up to about 58 µM); in the data active = activity change below about -25%
Target sequence (Q92551 whole entry, looked up): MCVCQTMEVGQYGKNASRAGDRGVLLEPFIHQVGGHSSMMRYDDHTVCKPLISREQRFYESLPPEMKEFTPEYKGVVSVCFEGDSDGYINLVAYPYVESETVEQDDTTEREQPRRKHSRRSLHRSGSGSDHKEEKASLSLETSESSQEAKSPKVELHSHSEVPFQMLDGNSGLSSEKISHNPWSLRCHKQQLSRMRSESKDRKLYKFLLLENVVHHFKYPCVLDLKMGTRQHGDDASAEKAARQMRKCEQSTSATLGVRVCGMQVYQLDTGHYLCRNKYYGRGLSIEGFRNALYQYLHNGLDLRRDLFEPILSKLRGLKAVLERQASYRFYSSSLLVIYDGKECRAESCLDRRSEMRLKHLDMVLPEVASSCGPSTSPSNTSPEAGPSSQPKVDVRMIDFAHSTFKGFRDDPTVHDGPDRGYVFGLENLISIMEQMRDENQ
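ADP-Glo luminescence measures ADP made by human IP6K1 during a 2 h RT reaction with ATP/IP6 (mix at 1.3 mM/130 uM); top library doses 57.5 and 19.1 uM final.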
Luciferase inh – Photinus pyralis luciferase inhibition; P08659; purified P. pyralis luciferase, luminescence, biochemical; Potency, µM (titrated, usually from 115 µM), without a hit: top-dose activity change, negative = inhibition, hits mostly inhibitors; 76,000 compounds, 2.5% hits; note: potency is the fitted concentration of half-maximal effect; nearly all actives have a fitted effect of over 65% in size
Target sequence (P08659 whole entry, looked up): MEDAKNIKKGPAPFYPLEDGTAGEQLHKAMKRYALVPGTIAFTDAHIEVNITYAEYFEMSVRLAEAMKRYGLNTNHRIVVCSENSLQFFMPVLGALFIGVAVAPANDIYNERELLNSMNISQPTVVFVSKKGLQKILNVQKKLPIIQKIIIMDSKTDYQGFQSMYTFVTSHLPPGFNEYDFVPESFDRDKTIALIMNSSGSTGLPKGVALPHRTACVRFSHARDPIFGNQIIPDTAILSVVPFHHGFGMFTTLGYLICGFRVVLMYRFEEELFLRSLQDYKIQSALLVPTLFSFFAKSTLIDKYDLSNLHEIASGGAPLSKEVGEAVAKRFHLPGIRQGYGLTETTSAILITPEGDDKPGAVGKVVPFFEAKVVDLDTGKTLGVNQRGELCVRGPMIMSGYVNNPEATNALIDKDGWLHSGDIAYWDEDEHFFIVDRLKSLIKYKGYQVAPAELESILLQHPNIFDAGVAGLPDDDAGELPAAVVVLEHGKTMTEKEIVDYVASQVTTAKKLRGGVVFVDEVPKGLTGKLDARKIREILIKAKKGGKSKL
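Biochemical qHTS: compound (6-point titration) added to 10uM D-luciferin plus 10uM ATP in Tris acetate pH 7.5 buffer with Mg, Tween-20 and BSA, then purified enzyme at 10nM; light output imaged.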
NIH3T3 tox – NIH 3T3 cell cytotoxicity | NIH 3T3 viability, CellTiter-Glo ATP luminescence, 48-72 h | Potency, µM (titrated, usually from 96.7 µM), without a hit: at the highest dose activity change, negative = cytotoxicity, usual class: inhibitors | 94,000 compounds, 4.3% hits | AID 1345082; note: potency is the fitted concentration of half-maximal effect; nearly all actives have a fitted effect of over 55% in size
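Luminescent ATP readout (CellTiter-Glo, 10 min RT) after 48 or 72 hr compound exposure of NIH 3T3 cells seeded at 400 cells/well in 1536-well format; quantitative HTS.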
HEK293 tox – HEK 293 cell cytotoxicity | Potency, µM (titrated, usually from 115 µM), without a hit: at the top dose activity change, negative = cytotoxicity, usual class: inhibitors | HEK 293 viability, ATP luminescence (CellTiter-Glo), 48-72 h | 94,000 compounds, 6.6% hits; note: potency is the fitted concentration of half-maximal effect; nearly all actives have a fitted effect of over 60% in size
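Cells seeded first (HEK 293, 250 cells/well), then compound added by pintool. Incubation ran 48 or 72 hr at 37 degree Celsius. CellTiter-Glo was added and luminescence imaged after 10 min at room temperature.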
HEK293 viab – cell viability loss counter-screen; 150,000 compounds, 0.12% hits; HEK-293-SNCA-luc viability, GF-AFC fluorescence, 24 h; Potency, µM (top dose mostly 57.1 µM), inactives show top-dose activity change, negative = cytotoxicity, most hits filed as cytotoxic; AID 1671193;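 note: potency is the fitted concentration of half-maximal effect; 0% = DMSO-treated cells and -100% = medium-only wells without cells; nearly all actives have a fitted effect of over 30% in size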
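Cytotoxicity counterscreen: after 24 h compound treatment of genome-edited SNCA-luciferase HEK-293 cells, live-cell protease substrate GF-AFC read by fluorescence after 30 min; activity scaled between DMSO (0%) and medium-only (-100%), curves Hill-fitted.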
GPT2 inh – blocks human glutamate pyruvate transaminase 2 | Q8TD30 | Recombinant GPT2, coupled pyruvate oxidase/HRP Amplex Red fluorescence | Potency, µM (titrated, usually from 57.7 µM), for inactives: at the highest dose activity change, negative = inhibition, usual class: inhibitors | 100,000 compounds, 0.25% hits | AID 1671188; note: potency is the fitted concentration of half-maximal effect; nearly all actives have a fitted effect of over 60% in size; many of its hits are not listed in these tables
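Recombinant GPT2 (10ng/uL) with 250uM a-KG and 2mM L-alanine, 30 min at room temperature, in HEPES pH 7.5 buffer. Pyruvate detected by pyruvate oxidase/HRP/Amplex Red fluorescence after 30 min in the dark; AOA (50uM) as positive control.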
An asterisk follows results filed as active; i = inactive; u = inconclusive; x = no result given; & = joins results of further samples; [ ] = remark or other dose. Unless noted, calls come from the whole dose curve; as a rule, active = well fitted curve in the direction sought with a large enough effect; inconclusive = small, poorly fitted or top-dose-only effect, or another doubt; inactive = no such curve, though single readings can be large; an effect the other way counts as inactive or inconclusive. Unless noted, % is set by controls: 0 for no effect and ±100 for the full control effect.

SMILES	SNCA expr inh	IP6K1 inhibitor	Luciferase inh	NIH3T3 tox	HEK293 tox	HEK293 viab	GPT2 inh
CC(C)NC(=O)NC1CC2(CCN(C(=O)CCCN(C)C)CC2)c2ccccc21 (stereo not given)	-29%	14	x	3%	i	-3%	-14%
Cc1ccccc1CC(=O)N1CCCC(n2cc(-c3nc(-c4ccccc4)no3)nn2)C1 (stereo not given)	94%[activator]	9	u	u	u	-3%	0%
O=C(c1ccccc1)N1CCC2(Cc3ccccc3NC2=O)C1 (stereo not given)	6%[87.6 µM]	-9	1%[172 µM]	-6%[138 µM]	4%[172 µM]	6%[87.6 µM]	i
C=CCN1CCc2c(cc(O)c(O)c2Br)[C@@H](c2ccccc2)C1	-15%	x	x	x	x	-15%	u
CCO[C@H]1CN(c2cc(C)nc(-c3ccccc3O)n2)C[C@@H]1O	13%	4	3%	u	u	4%	-22%
O=C(c1ccoc1)N1CCC(N2CC3CC(C2)[C@H]2CCCC(=O)N2C3)CC1 (stereo not given in full)	7%	17	1%	4%	2%	5%	i
O=C1CCCN1CCCn1ccnc1-c1cc2n(n1)CCCNC2	-17%	23	2%	-14%	-3%	6%	1%
O=C1c2c(nc(CNc3nccs3)n2Cc2ccccc2)NCCN1Cc1ccccc1F	-12%	-16	13%	u	-28%	-5%	i
Cc1nc(-c2cnccn2)n(CC(=O)Nc2ccccc2)c(=O)c1C	-21%	12	0%	u	-27%	-8%	-23%
O=C(NCCc1ccc2c(c1)OCO2)[C@H]1CNC[C@H](C(=O)N2CCCC2)C1	10%	0	2%	-2%	1%	0%	-1%
COc1ccc(-n2nc(C3CCCN([S+](=O)([O-])c4cccc(C(F)(F)F)c4)C3)[nH]c2=O)cc1 (stereo not given)	u	-11	-5%	u	u	-11%	-4%
COC[C@H]1CCCN1C(=O)CC[C@@H]1CNC(=O)[C@@H]2C[C@H](NCc3ccc(OC)cc3)CN12	-5%	12	2%	-14%	-2%	0%	i
CC(C)CNC(=O)Nc1cc(C(=O)NCc2ccc(C(C)C)cc2)ccc1N1CCCC1	-18%	-8	x	x	x	-5%	x
COCCCNC(=O)C1CC(=O)N(c2n[nH]c3ccccc23)C1 (stereo not given)	-17%	5	-9%	-9%	-1%	-10%	-17%
CCCNC(=O)Cc1csc2nc(C)c(-c3cc(C)n(-c4cccc(C)c4C)n3)c(=O)n12	0%	14	-4%	-26%	-16%	-2%	i
O=c1[nH]c(N2CCOCC2)nc2c1CCN(Cc1cccc(Br)c1)CC2	-10%	3	-7%	-34%	-27%	5%	i
COc1cccc(NC(=O)C2CC(=O)N(c3n[nH]c4cccc(F)c34)C2)c1 (stereo not given)	5%	3	1%	2%	u	2%	i
CCn1cnnc1CC1CCCN(C(=O)NCc2ccccc2)C1 (stereo not given)	-6%	9	x	-13%	-2%	u	-23%
CCOc1ccccc1CN1CCC2(CC1)CC1C(=O)N(CC)C(=O)N1C2 (stereo not given)	-1%	-14	8%	-1%	-11%	-2%	i
O=C(NCC(F)(F)F)c1cc(Br)cn2ccnc12	25%&58%[87.6 µM]	2&-11	3%&-5%[172 µM]	-25%&-9%[138 µM]	5%&-25%[172 µM]	4%&-5%[87.6 µM]	-3%&5%[88.5 µM]
CCCS(=O)(=O)N1CCC(F)(c2nc(CCOC)no2)CC1	28%	5	x	-26%	-3%	3%	u
CCCN1CCN(C(=O)c2cc3c(s2)CCN(C(=O)c2ccc(F)cc2)C3)CC1	-16%	-1	-10%	u	-25%	-1%	-28%
Cc1ccc(NC(=O)Cn2nnc3sc4c(c3c2=O)CCCC4)c(C)c1	4%	-7	x	x	x	3%	x
O=C(CSc1nc(=O)[nH]c2c1CCC2)NCc1ccccc1Cl	10%	-2	x	x	x	1%	x
O=C(NC1CCN(c2ccnc3ccnn23)C1)c1ccc2c(c1)OCO2 (stereo not given)	-28%	22	x	u	u	-20%	3%

Shown with bars between the fields: entries from further up.
molecule | SNCA expr inh | IP6K1 inhibitor | Luciferase inh | NIH3T3 tox | HEK293 tox | HEK293 viab | GPT2 inh
COC[C@H]1CCCN1C(=O)CC[C@@H]1CNC(=O)[C@@H]2C[C@H](NCc3ccc(OC)cc3)CN12 | -5% | 12 | 2% | -14% | -2% | 0% | i
CCCS(=O)(=O)N1CCC(F)(c2nc(CCOC)no2)CC1 | 28% | 5 | x | -26% | -3% | 3% | u
O=C1c2c(nc(CNc3nccs3)n2Cc2ccccc2)NCCN1Cc1ccccc1F | -12% | -16 | 13% | u | -28% | -5% | i

More entries follow:
SMILES	SNCA expr inh	IP6K1 inhibitor	Luciferase inh	NIH3T3 tox	HEK293 tox	HEK293 viab	GPT2 inh
CCN(C(=O)c1cc2c(s1)-c1c(C)cccc1OC2)c1cc(C)ccc1C	-35%	-10	x	x	x	10%	x
CCOc1ccccc1CNC(=O)C1CCN(S(=O)(=O)c2c(C)noc2/C=C/c2ccc(C)cc2)CC1	-7%	-7	x	x	x	-2%	x
CNC(=O)C1CCCN(Cc2cccc(-c3ccc(F)cc3F)c2)C1 (stereo not given)	8%[87.6 µM]	5	x	u	63µM*	-15%[87.6 µM]	i
CC(C)c1ccc(-c2noc(SCC(=O)N3CCCCC3)n2)cc1	2%	13	x	x	x	-6%	x
O=C(NC1CCN(c2cc(C(F)(F)F)ncn2)CC1)c1ccccc1	-23%	-15	-3%	u	-8%	u	u
COC1CCC12CCN(C(=O)Nc1ccccc1F)CC2 (stereo not given)	52%[activator]	-10	u	-16%	-4%	-9%	-11%
COc1ccc(Nc2cc(C(=O)NCCCN(C)C3CCCCC3)c3ccccc3n2)c(OC)c1	4%	-5	x	x	x	u	x
CN1C[C@@H](NC(=O)NC2CCCCC2)C[C@H]1c1nc(-c2ccccn2)no1	50%[activator][87.6 µM]	13	4%[172 µM]	-21%[138 µM]	-13%[172 µM]	1%[87.6 µM]	-5%[88.5 µM]
Cc1ccc(NC(=O)CCn2c(=O)c3cccn3c3ccccc32)cc1Cl	u	4	x	x	x	16%	x
CC(=O)Nc1ccc(CN2CCC3(CC2)CN[S+](=O)([O-])c2ccccc2N3)cc1	-7%	3	5%	-9%	-9%	2%	3%
COc1ccccc1-c1cc(-c2ccc(N3CCOCC3)cc2)c2onc(C)c2n1	-17%[87.6 µM]	-16	1%[172 µM]	u	u	12%[87.6 µM]	3%[88.5 µM]
CCOc1ccccc1C(=O)NCCc1noc(-c2ccccc2)n1	19%	4	-10%	u	u	5%	3%
CC(=O)N1CCC(N[C@H]2C[C@@H](Cc3cc(CN(C)Cc4ccccc4)on3)C2(C)C)CC1	11%	20	2%	-16%	-2%	u	-22%
O=C1CCC2(CCCO2)CCN1Cc1ccc(C(F)(F)F)cc1 (stereo not given)	-13%	1	-2%	u	u	3%	-6%[11.5 µM]
O=[S+]([O-])(NC1CCN(c2nccc(Nc3ccccc3Cl)n2)CC1)c1cccs1	-4%	-2	x	u	u	8%	i
COCC(=O)N[C@H]1C[C@H]2C(=O)NC[C@@H](CCC(=O)NCc3cccnc3)N2C1	73%[activator][87.6 µM]	18	3%[172 µM]	-6%[174 µM]	-21%[172 µM]	-6%[87.6 µM]	-9%[88.5 µM]
COc1ccc(-c2cc(N3CCC(NC(=O)c4ccc(C)c(C)c4)C3)n[nH]2)cc1 (stereo not given)	5%	11	-7%	u	50µM*	1%	u
COc1ccccc1C1CCCN1Cc1cn(CCC(N)=O)c2ccccc12 (stereo not given)	1%	7	-6%	-22%	u	2%	i
CN(Cc1ccc(-c2ccccc2)cc1)Cc1ccc(C(F)(F)F)cc1	6%	-9	-5%	-5%	-2%	12%	-11%
CS(=O)(=O)c1ncc(Cl)c(C(=O)Nc2c(C(=O)Nc3ccccc3)oc3ccccc23)n1	9%	-5	x	x	x	-13%	x
O=C1CC(c2ccc(Cl)cc2)Sc2nc(-c3ccc(F)cc3)nn21 (stereo not given)	7%	-24	x	x	x	u	x
Cc1noc2c(NC(C)C)cc(-c3cccs3)nc12	-5%[87.6 µM]	-24	-5%[230 µM]	u	u	2%[87.6 µM]	-2%[88.5 µM]
COC1CCCC/C(C)=C/C2C=C(C)C(C)C3C(CC(C)C)NC(=O)C23C(=O)C1 (stereo not given)	x	6	x	x	x	-13%[23.9 µM]	-5%[27.3 µM]
Cc1ccc(C)c(N2CCN(c3nc4ccc(C(=O)c5ccccc5)cc4n4cnnc34)CC2)c1	-5%	-11	x	x	x	-1%	x
O=C(c1ccc(Cl)cc1)N1CC2(CCN(CC3CC3)C2)Cc2ccccc21 (stereo not given)	-19%	1	x	u	u	-20%	4%
SMILES	SNCA expr inh	IP6K1 inhibitor	Luciferase inh	NIH3T3 tox	HEK293 tox	HEK293 viab	GPT2 inh
Cc1c(CN2CCCC(c3ccc(C(=O)O)cc3)C2)cnn1C (stereo not given)	11%	23	2%	4%	3%	0%	u
O=C(c1nc2sccn2c1Br)N1CCCC1	3%[87.6 µM]	-12	-15%[172 µM]	-22%[138 µM]	5%[172 µM]	6%[87.6 µM]	i
CN(C)S(=O)(=O)N1C[C@@H]2CC[C@H](C1)N(Cc1ccccc1C#N)C2	-1%	-7	-9%	-31%	-14%	7%	-12%
CC(C)N1C(=O)C2(CCCC2)C1C(=O)O (stereo not given)	3%	3	-3%	-1%	-22%	u	-1%
C[C@@H]1C[C@H]2OC(=O)[C@@]3(C)CCC[C@](C)(C23)[C@@]1(O)CCC1=CC(=O)OC1O (stereo not given in full)	x	7	x	x	x	-9%	i
COc1ccc(CC2CCOC3(CCN(C(=O)Nc4ccccc4F)CC3)C2)cc1 (stereo not given)	-16%	10	-6%	u	u	10%	i
CNC(=O)[C@@H]1C[C@@H](n2cc(CNC(=O)Nc3cc(C)ccc3C)nn2)CN1	11%	10	3%	i	3%	-9%	0%
COc1ccc(-c2ccccc2C(=O)N2CCC(NC(=O)Cc3ccccn3)CC2)nn1	x	-10	x	-11%	1%	x	x
Cc1oc(-c2ccccc2)nc1Cn1c(=O)cc(-c2ccccc2)c2c(C)nn(C)c21	-7%	12	x	x	x	17%	x
Cc1cn2nc(C(=O)N3CCC(NC(=O)c4ccc(C)s4)CC3)cc2c(=O)[nH]1	-16%	-20	-5%	-7%	0%	-9%	i
C[S+](=O)([O-])CCn1ncc2cc(OCC3CCN(C(=O)c4cccc(F)c4F)CC3)ccc21	-4%	-10	-5%	-19%	u	4%	0%

2 of these compounds, set out differently.
Structure: COc1ccc(-c2ccccc2C(=O)N2CCC(NC(=O)Cc3ccccn3)CC2)nn1
  SNCA expr inh = x	IP6K1 inhibitor = -10	Luciferase inh = x	NIH3T3 tox = -11%	HEK293 tox = 1%	HEK293 viab = x	GPT2 inh = x
Structure: Cc1oc(-c2ccccc2)nc1Cn1c(=O)cc(-c2ccccc2)c2c(C)nn(C)c21
  SNCA expr inh = -7%	IP6K1 inhibitor = 12	Luciferase inh = x	NIH3T3 tox = x	HEK293 tox = x	HEK293 viab = 17%	GPT2 inh = x

Compound activity as filed in PubChem.

Some of the compounds tested; count on the stated rates, not on these rows.
